Compound activity from PubChem BioAssay.
HCV inh – HCV inhibition. Potency, µM (doses to about 41.8 µM), for the others: at the top dose activity change, negative = inhibition, usual class: inhibitors. 340,000 compounds, 3.4% hits. Huh7.5.1 HCVcc-Cre infection, luciferase reporter, 44 h. AID 651820; also: potency is read from the fitted curve at half-maximal effect; % is scaled to controls: 0 for no effect and ±100 for the full control effect
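Compounds are dispensed onto cells plated 4 h earlier at 1,000 per well, with HCVcc-Cre virus (about 0.5 moi) added next. Following 44 h of culture, luminescent signal is measured for 15 sec after 15 min with substrate at room temperature.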
Pf growth 48h – inhibits P. falciparum growth in the first generation, 48 h | P. falciparum luciferase growth in erythrocytes, 48 h | Potency, µM (highest dose often 28.7 µM), inactives show at the top dose activity change, negative = inhibition, most hits filed as inhibitors | 310,000 compounds, 5.9% hits | AID 504832; also: potency is read from the fitted curve at half-maximal effect; % is scaled to controls: 0 for no effect and ±100 for the full control effect
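Firefly luciferase activity from engineered P. falciparum reports growth; inhibitors lower the luminescent signal. Cultures contained 2% hematocrit erythrocytes at 0.1% final parasitemia.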
Shiga toxin inh – Shiga toxin inhibition. Vero cells, Shiga toxin protein synthesis inhibition reporter. 290,000 compounds, 9.2% hits. AID 2315. inhibition, % at 38.7 µM; in the data active = inhibition mostly above about 28%, no sharp cut-off; inactive = mostly below about 43%; also: 0% is about no effect
Pf growth 96h – P. falciparum growth inhibition at 96 hours; P. falciparum luciferase reporter growth, 96 h; Potency, µM (top dose mostly 28.7 µM), for inactives: at the highest dose activity change, negative = inhibition, usual class: inhibitors; 320,000 compounds, 6.9% hits; also: potency is read from the fitted curve at half-maximal effect; % is scaled to controls: 0 for no effect and ±100 for the full control effect
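Two parasite generations (96 h, 37 C, 5% CO2) of compound exposure in infected erythrocytes (0.05% parasitemia, 2% hematocrit). Luciferase-reporter P. falciparum; decreased luminescence indicates inhibited growth, aimed at apicoplast-acting delayed death.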
Cycloheximide cs – counter-screen hit for Shiga toxin inhibitors, cycloheximide; 300,000 compounds, 12% hits; AID 2314; cell reporter, cycloheximide protein synthesis inhibition counterscreen; max response, %; in the data active = max response mostly above about 13%, no sharp cut-off; inactive = mostly below about 14%; also: read at 38.3 µM for the half of the compounds with a filed dose; 0% is about no effect
FBPA Giardia inh – inhibitors of Giardia lamblia fructose-1,6-bisphosphate aldolase. purified Giardia FBPA. Potency, µM (top dose mostly 59.6 µM), inactives show top-dose activity, negative = inhibition, usual class: inhibitors. 290,000 compounds, 0.71% hits; also: potency is read from the fitted curve at half-maximal effect; % is scaled to controls: 0 for no effect and ±100 for the full control effect; nearly all actives have a fitted effect of over 55% in size
Target sequence (A8B2U2 whole entry, looked up): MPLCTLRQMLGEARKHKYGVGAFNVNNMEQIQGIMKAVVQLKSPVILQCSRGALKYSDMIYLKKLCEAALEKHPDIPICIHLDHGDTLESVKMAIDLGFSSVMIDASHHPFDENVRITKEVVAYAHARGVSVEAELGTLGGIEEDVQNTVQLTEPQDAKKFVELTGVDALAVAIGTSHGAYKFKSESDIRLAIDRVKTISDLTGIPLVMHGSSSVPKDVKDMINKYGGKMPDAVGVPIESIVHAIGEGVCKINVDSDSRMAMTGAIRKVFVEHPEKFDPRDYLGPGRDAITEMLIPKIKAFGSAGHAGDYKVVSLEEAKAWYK
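40 nM FBPA preincubated 10 min at RT with compound (up to 57.5 uM final), then substrate plus GAPDH/TPI/NAD/arsenate coupling and diaphorase/resazurin added. Fluorescence read after 20 min at RT, 525/598 nm.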
* marks the source's active call; other numbers are inactive results; u = inconclusive; x = no result given; & = joins results of further samples; [ ] = another dose, or the depositor's remark. Unless noted, calls follow the shape of the dose curve; as a rule, active = well fitted curve in the direction sought with a large enough effect; inconclusive = small, poorly fitted or top-dose-only effect, or another doubt; inactive = no such curve, though single readings can be large; an effect the other way counts as inactive or inconclusive.

Compound	HCV inh	Pf growth 48h	Shiga toxin inh	Pf growth 96h	Cycloheximide cs	FBPA Giardia inh
Cc1nn(-c2ccccc2)c(N)c1C1(O)C(=O)Nc2ccc([N+](=O)[O-])cc21 (stereo unspecified)	22%	3%	-4	-14%	-1	-30%
Cc1cc(NC(=O)c2c([N+](=O)[O-])cnn2C)no1	21%	40%[activator]	7	-3%	1	0%
CC(C)N(C)C1CCN(S(=O)(=O)c2ccc(-c3ccc(=O)[nH]n3)s2)CC1	3%	u	-6	u	1	8%
COc1ccccc1C(=O)Nc1nnc(SCC(=O)NCc2ccco2)s1	-19%	215%[activator]	63*	114%[activator]	43*	x
O=S(=O)(c1cccc(-c2n[nH]c(=S)o2)c1)N1CCOCC1	10%	u	-11	u	-2	u
O=Cc1c(NCCCN2CCCC2=O)c2ccccc2[nH]c1=O	-19%	-1%	7	u	-2	6%
O=C1CN(C(=O)CSc2nc3ccccc3c(=O)n2CC2CCCO2)c2ccccc2N1 (stereo unspecified)	-19%	-21%	-2	u	12	5%
Cc1ccc(-c2nc3ccccc3nc2NN)cc1	15%	449%[activator]	53*	284%[activator]	41*	-8%
Cc1ccc(C2/C(=C(/O)c3ccccc3)C(=O)C(=O)N2CCN2CCOCC2)o1 (stereo unspecified)	13%	31%[activator]	15	-24%	20	-15%
COc1ccccc1C(=O)C1CCCN(C(=O)c2ccccc2Cl)C1 (stereo unspecified)	4%	u	-1	74%[activator]	-2	x
CCOc1ccc(OCC)c(NC(=O)C(NS(=O)(=O)c2ccc3c(c2)oc(=O)n3C)C(C)C)c1 (stereo unspecified)	12%	u	-2	u	-4	-11%
COc1cc(C(=O)OCC(=O)NC2CCCC2)cc(NC(=O)c2ccco2)c1OC	-15%	17%	44	u	2	-1%
CCCn1c(=O)c(-c2ccccc2)c(O)c2ccccc21	1%	19%	-13	-16%	4	-14%
O=C(NCc1ccccn1)c1cc(S(=O)(=O)N2CCCCC2)ccc1Cl	-5%	-3%	x	-11%	x	x
Cc1ccc(NC(=O)COC(=O)C2CC3C=CC2C3)cc1S(=O)(=O)N1CCCCC1 (stereo unspecified)	7%	-20%	-8	u	-1	0%
Cc1ccc(-c2nn(C)c(=O)c3ccccc23)cc1CNC(=O)Cn1nc(-c2ccccc2)c2ccccc2c1=O	x	-4%	-12	40%[activator]	-6	0%
CCOc1cc(/C=N/NC(=O)c2ccccc2OCc2ccc(F)cc2)ccc1O	u	8.3µM*	x	u	x	x
Cc1ccc(NS(=O)(=O)c2ccc3c(c2)NC(=O)CO3)cc1C	-14%	18%	-3	9.3µM*	-14	x
Cc1csc2nc(O)c(C(=O)NC3CCCCC3C)c(=O)n12 (stereo unspecified)	u	7.4µM*	x	u	x	x
CCn1cc(C(=O)NCCOC)c(=O)c2ccc(C)nc21	-16%	17%	11	0%	2	-11%
CCOC(=O)/C(C#N)=C1/C=Cc2ccccc2N1CC	-5%	-30%	13	x	4	-10%
Cc1csc(=Nc2cccnc2)n1CC1CCCCC1	23%	u	10	u	0	-2%
Cc1ccc(C(=O)COc2cc(O)c3c(=O)cc(-c4ccccc4)oc3c2)cc1	-14%	8%	-2	45%[activator]	1	11%
Cc1ccc(C2Nc3ccc4ccccc4c3C3=C2C(=O)CC(C)(C)C3)o1 (stereo unspecified)	u	15µM*	29	u	13*	-8%
COc1ccccc1NC(=S)NC(=O)c1c(-c2ccccc2Cl)noc1C	u	u	-3	22%	7	-4%
Nc1nc2n(c1C(=O)c1ccccc1)CCC2	11%	14%	26	x	-3	1%
COc1ccc(C(=O)NCCn2nc(C)cc2C)cc1OC1CCN(C(C)=O)CC1	-1%	74%[activator]	-11	34%[activator]	1	x
Cc1c(Cl)ccc2sc(N3CCN(C(=O)C4=COCCO4)CC3)nc12	-27%	u	x	-2%	x	x
COc1ccc(C(C)=O)cc1CC(C(=O)c1ccccc1)N(C)C (stereo unspecified)	-12%	13%	5	38%[activator]	22*	0%
N#CC1=C(N)Oc2cc(O)ccc2C1c1cccs1 (stereo unspecified)	-21%	x	-10	x	3	-11%

Compound profiles, as listed above. Screens in order: HCV inh, Pf growth 48h, Shiga toxin inh, Pf growth 96h, Cycloheximide cs, FBPA Giardia inh
COc1ccccc1C(=O)Nc1nnc(SCC(=O)NCc2ccco2)s1 is listed with -19%, 215%[activator], 63*, 114%[activator], 43*, x
CC(C)N(C)C1CCN(S(=O)(=O)c2ccc(-c3ccc(=O)[nH]n3)s2)CC1 is listed with 3%, u, -6, u, 1, 8%

Next section.
Compound	HCV inh	Pf growth 48h	Shiga toxin inh	Pf growth 96h	Cycloheximide cs	FBPA Giardia inh
CC1CCN(S(=O)(=O)c2ccc(NC(=O)CCN3C(=O)c4ccccc4C3=O)cc2)CC1	26%	x	-12	-13%	-1	0%
N#Cc1ccc(NC(=O)Cn2cnc(S(=O)(=O)N3CCCC3)c2)cc1	8%	28%	9	9%	-7	6%
NC(=O)C1CCN(Cc2nnnn2Cc2ccco2)CC1	3%	12%	4	2%	1	-3%
NC(=O)[C@H]1CC2(CC(c3cccc(NC(=O)COc4ccc(Cl)cc4)c3)=NO2)CN1C(=O)c1ccccc1C(=O)c1ccccc1 (stereo partly specified)	u	12µM*	-5	12µM*	-3	-12%
CCOc1cc(OP(=S)(OC)OC)nc(CC)n1	x	x	-11	x	-2	0%
CN1CCCCCC1=Nc1ccccc1C#N	7%	0%	-9	x	-2	-14%
CSc1ccc(S(=O)(=O)N2CC(=O)Nc3ccccc32)cc1	10%	51%[activator]	16	u	-2	6%
CNC(=O)c1nnsc1S(=O)c1ccc(Cl)cc1 (stereo unspecified)	u	15µM*	98*	u	55*	-17%
CCOC(=O)C1CCN(C(=O)N(CC)CC)CC1	13%	4%	-6	-15%	-1	1%
Cc1cc(C)n2nc(C(=O)OCC(=O)N(C)CC(=O)Nc3ccccc3Cl)nc2n1	0%[8.37 µM]	8%	x	24%	x	x
Cc1cc(NC(=O)c2cccs2)no1	-27%	88%[activator]	57*	126%[activator]	33*	3%
CCN(CC)C(=O)CC(c1ccc2c(c1)OCO2)c1c(OC)cc(OC)c2ccc(=O)oc12 (stereo unspecified)	-1%	8.3µM*	-4&1	10µM*	20&-1	8%&8%
Cc1ccc2c(c1)NC(=O)c1cc([N+](=O)[O-])ccc1O2	u	9%	-6	0%	-1	6%
O=C(Nc1ccc2c(c1)OCO2)c1cccc2c1C(=O)N(Cc1cccnc1)C2	-28%	u	19	u	-1	-8%
O=C(C1CCCO1)N1CCN(S(=O)(=O)c2cc(C(F)(F)F)ccc2Cl)CC1 (stereo unspecified)	-9%	-3%	x	14%	x	x
COc1ccc(-c2csc(N3CCN(C(=O)c4ccco4)CC3)n2)cc1	-26%	x	33	-7%	4	-6%
COC(=O)c1ccc(NC(=O)c2ccc3nc(C)sc3c2)cc1	u	31%[activator]	x	-27%	77*	-3%
NNC(=O)c1ccc([N+](=O)[O-])c(CS(=O)(=O)c2ccc(Cl)cc2)c1	31%[activator]	u	-13	u	-2	0%
COc1ccc(-c2cc(C(F)(F)F)c(C#N)c(SCC(=O)O)n2)cc1	-8%	10%	-16	0%	-4	-2%
CC(=O)Nc1ccc(NC(=O)C(C)OC(=O)CCCN=C2NS(=O)(=O)c3ccccc32)cc1 (stereo unspecified)	18%	1%	x	0%	x	x
COC1(NS(=O)(=O)c2ccc(Br)cc2)C(C)=CC(=O)C=C1C	-5%	17%	-5	u	7	0%
COc1ccccc1NC(=O)N1c2ccc(F)cc2CCC1C (stereo unspecified)	13%	-16%	13	4.7µM*	8	u
CN(c1ccccc1)S(=O)(=O)c1ccc(Cl)c(C(=O)Nc2ccccc2N2CCOCC2)c1	11µM*	u	x	u	x	x
O=S(=O)(Nc1cc(S(=O)(=O)N2CCOCC2)ccc1NCC1CCCO1)c1ccccc1F (stereo unspecified)	15%	-3%	x	12%	x	x
COc1ccc2c(c1)c(/C=N/Nc1ccc(C(=O)O)cc1)c(C)n2C	1%	22%	70*	-20%	43*	-19%
Cc1ccc(C)c(S(=O)(=O)N2CCN(C(=O)c3ccc(OCc4c(C)noc4C)cc3)CC2)c1	u	u	x	u	x	x
O=C(CNC(=O)c1nc[nH]c1C(=O)N1CCNCC1)OCc1ccccc1	18%	-21%	x	30%	x	x
CCCc1nc(Cl)c(C#N)c2c1CCCC2	u	24%	-9	19%	-1	8%
COc1ccc(CN(C)CC(=O)Nc2cc3oc4ccccc4c3cc2OC)c(OC)c1	u	u	1	9.3µM*	0	-1%
CN(C)c1ccc(C2N(c3ccc(F)cc3)C(=O)C3CCCN32)cc1 (stereo unspecified)	9%	x	13	49%	5	1%
CC1(C)Cc2c(c(=S)nc(-c3ccccc3)n2CCOCCO)CO1	25%	6%	59	-36%	-1	-1%
CN(C)c1ccc(CN(C(=O)c2cccs2)C2CCS(=O)(=O)C2)cc1 (stereo unspecified)	17%	5%	-7	18%	-3	-4%
COc1cccc2cc(C(=O)Nc3cccnc3N3CCOCC3)c(=O)oc12	5%&-13%	18%	8	x	0	-6%
CCOc1cc(/C=C/c2cc(C(=O)O)c3ccccc3n2)ccc1OC	-5%	68%[activator]	20	57%[activator]	-2	0%
COCCNC(=O)CCc1nc2cccnc2n1Cc1ccc(OC)cc1	10%	35%[activator]	19	4%	-2	4%
FC(F)(F)c1cc(Nc2ccccc2)nc(-c2ccccn2)n1	u	2.9µM*	-7	u	2	17%
CCOc1ccc(C(=O)Nc2nc(C)c(C(=O)OC)s2)cc1	18µM*	86%[activator]	51*	125%[activator]	35*	4%
Cc1ccc(OCC(=O)Nc2ccc([N+](=O)[O-])cc2)cc1	8%	6%	-8	243%[activator]	0	-1%
COC(=O)C(C)(C)NC(=O)c1cccs1	9%	x	-5	-15%	-4	4%
COCCn1c(/C=C/c2ccccc2)nc2ccccc21	33%[activator]	31%[activator]	68*	3%	33*	-29%
COC(=O)c1c(NC(=O)Cc2cccs2)sc2c1CCC(C)C2 (stereo unspecified)	u	-7%	-4	53%[activator]	10	-2%
COC(=O)COc1ccc2c(=O)c(Oc3ccccc3Br)coc2c1	1%	13%	-8	1%	2	3%
Cc1ccc(CNc2ccc(N3CCOCC3)cc2)s1	-12%	275%[activator]	93*	11%	48*	-7%
COc1ccc(NC(=O)COc2ccccc2Cc2ccccc2)cc1S(=O)(=O)N1CCOCC1	u	12µM*	x	5.2µM*	x	x
O=c1[nH]c(=O)n(-c2ccc(Cl)cc2)c(O)c1C=Nc1ccc(S(=O)(=O)Nc2nccs2)cc1	13%	12%	2	-26%	-1	-4%
O=C(CSc1nc2c(c(=O)n1-c1ccc(Cl)cc1)SCC2)Nc1nccs1	2%	5.2µM*	-8	-8%	-2	-5%

Rows are unselected. Share with any hit: about 24%.
